# mcGAS MS inh: mouse cGAS inhibition by mass spec. 130,000 tested, 0.18% active. Q8C6L5. recombinant mouse cGAS, cGAMP by RapidFire MS. inhibition, % at 12.5 µM;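 active = inhibition of cGAS enzyme activity at or above 60%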;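 note: enzyme stimulated by 45 bp dsDNA with ATP and GTP substrates; cGAMP share of summed cGAMP plus half ATP and half GTP signals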
# Target sequence (Q8C6L5 whole entry, looked up): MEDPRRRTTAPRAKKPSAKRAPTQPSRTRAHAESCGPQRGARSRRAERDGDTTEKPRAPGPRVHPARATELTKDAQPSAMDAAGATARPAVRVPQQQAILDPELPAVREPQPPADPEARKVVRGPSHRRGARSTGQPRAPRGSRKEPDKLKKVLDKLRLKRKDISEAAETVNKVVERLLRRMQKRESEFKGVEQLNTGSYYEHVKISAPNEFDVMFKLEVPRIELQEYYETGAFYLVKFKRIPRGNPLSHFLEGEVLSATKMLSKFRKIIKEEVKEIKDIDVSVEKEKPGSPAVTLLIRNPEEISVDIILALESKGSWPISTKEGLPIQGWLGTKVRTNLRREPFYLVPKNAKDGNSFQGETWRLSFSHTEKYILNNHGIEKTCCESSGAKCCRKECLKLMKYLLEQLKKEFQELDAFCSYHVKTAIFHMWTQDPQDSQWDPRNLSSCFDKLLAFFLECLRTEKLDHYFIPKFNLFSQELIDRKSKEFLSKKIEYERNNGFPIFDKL
# The depositor's hits bear a star. An excerpt (hit frequency here may not be typical).
mcGAS MS inh | Compound
3 | c1ccc(OCc2cc(-c3ccccc3)n[nH]2)cc1
-17 | CN(Cc1ccc(F)cc1F)C(=O)c1cc(Br)ccc1O
-6 | COCCn1c(C)c(C)n2c3c(=O)n(Cc4ccc(C)cc4)c(=O)n(C)c3nc12
-5 | Cc1ccc2oc(C(=O)N3CCCN(Cc4cccs4)CC3)c(C)c2c1
1 | N#CC(NC(=O)COc1ccc(Cl)cc1)c1ccc(F)cc1 (centres undefined)
-7 | Cc1[nH]c2c(F)cccc2c1CC(=O)NC(C)c1nc(-c2ccccn2)no1 (centres undefined)
9 | CCC(CC)C(=O)Nc1cc(-c2cn3cccnc3n2)ccc1C
-6 | O=C(CN1C(=O)C2SCCN2C(=O)c2ccccc21)N1CCC(Oc2ccncc2)CC1 (centres undefined)
-26 | Cc1cc(=O)[nH]c(NCCNC(=O)CCN2CCCCO2)n1
-11 | CC(=O)N(C)C1CCN(C(=O)NC(C)Cc2cc(C)cc(C)c2)CC1 (centres undefined)
-11 | COCCNC(=O)N1CCC(c2c[nH]c3cc(F)ccc23)CC1
-16 | Cc1nc(-c2ccccc2)c(C(=O)NC(C)Cc2cnccn2)s1 (centres undefined)
-7 | CCOc1c(CC)cnc2c1c(=O)n(CC(=O)N1CCOCC1)c(=O)n2C
-8 | O=C(NC1CC1)C1CCN(C2CCN(C(=O)c3ccc(C(F)(F)F)cc3)CC2)CC1
5 | CCCn1c(Cc2ccccc2)nnc1SCC(=O)N(C1CCCC1)C1CCS(=O)(=O)C1 (centres undefined)
0 | CSc1ccc(CC(=O)Nc2nc3c(s2)CN(C)CC3)cc1
-11 | COc1cc(C(=O)NCc2cc(F)cc3c(C)c(C)[nH]c23)ccn1
-2 | Clc1ccccc1Cc1noc(CN2CCSCC2)n1
-23 | O=C1Nc2ccc(S(=O)(=O)O)c3cccc1c23
-1 | CCOc1ccc(C2CC(=O)Nc3c2c(C)nn3-c2ccc(Cl)nn2)cc1OC (centres undefined)
-25 | O=C1NC(CC(=O)N2CCCN(c3ccncc3)CC2)c2ccccc21 (centres undefined)
-8 | Cc1cc(N(CC(=O)NC(C)(C#N)C(C)C)C(C)C)ccc1C(N)=O (centres undefined)
-12 | Cc1ccc(-c2ccnc(NCCSc3cn[nH]n3)n2)c(C)n1
4 | CCOC(=O)C1=C(C)N(C2CC2)C(=O)NC1c1cc(Br)ccc1OC (centres undefined)
-15 | O=C(c1cn(-c2cc(N3CCCCC3)ncn2)cn1)N1CCC2(CC1)OCCO2

# 4 compounds drawn at random from those above:
mcGAS MS inh | Compound
-11 | COCCNC(=O)N1CCC(c2c[nH]c3cc(F)ccc23)CC1
-26 | Cc1cc(=O)[nH]c(NCCNC(=O)CCN2CCCCO2)n1
1 | N#CC(NC(=O)COc1ccc(Cl)cc1)c1ccc(F)cc1 (centres undefined)
-5 | Cc1ccc2oc(C(=O)N3CCCN(Cc4cccs4)CC3)c(C)c2c1

# The list goes on:
mcGAS MS inh | Compound
-5 | CCC1CN(C(=O)c2ccc(N3CCOCC3)nc2)CCN1C(C)C (centres undefined)
-44 | O=C(N=C1N=C2C=CC(Cl)=CN2Cc2ccccc21)C1CC1
-6 | CCOC(=O)c1cn2cc(Br)nc(NC(C)CC)c2n1 (centres undefined)
-11 | CC(C)CNC(=O)C(F)(F)c1ccccn1
-8 | CSc1ccc(NC(=O)N(C)C(C)c2nc(C)sc2C)cc1 (centres undefined)
-2 | COc1ccc(CCN2CCCn3c2nc2c3c(=O)n(CCC(C)C)c(=O)n2C)cc1OC
8 | Cc1c(C(=O)O)oc2c1C(=O)/C(=C\c1csc(-c3ccccn3)n1)CC2
-1 | CCNC(=O)C1CCN(c2ccccc2Oc2ccccc2)C1=O (centres undefined)
-14 | C=CCN=C1NN=C(c2ccc(OC)cc2)C(c2ccc(OC)cc2)S1 (centres undefined)
-11 | CCCCOc1ccc(C(=O)O/N=C2\C(=O)N(C)c3ccccc32)cc1
-15 | Cc1cnc(C(=O)N2CCn3nc(C(=O)NC4CC4)cc3C2)[nH]1
-2 | CC(C)c1cc(Cl)n2c(nc3ccccc32)c1C#N
-6 | NC1CCC(CN2CCOC3(CNCCOC3)C2)CC1 (centres undefined)
-7 | Cc1ccc2c(c1)C(=O)C(=O)N2CN(C)Cc1ccc(Cl)c(Cl)c1
-6 | Cc1cc(=O)[nH]c(N/N=C2\CCCOc3c2ccc(Cl)c3Cl)n1
3 | CC(C)c1nc2sc3c(NCCO)ncnc3c2c2c1COC(C)(C)C2
-2 | CC(c1nc2ccccc2c(=O)n1-c1ccc(Cl)cc1)N(C)S(=O)(=O)c1ccc(C(C)(C)C)cc1 (centres undefined)
-6 | O=C(C(c1ccccc1)N1CCCC1c1cccs1)N1CCCCC1 (centres undefined)
70* | c1ccc2c(c1)OCC(c1nn3c(CN4CCCCCC4)nnc3s1)O2 (centres undefined)
-9 | COc1ccc(Cn2c(-c3ccccc3C)nc3oc4ccccc4c(=O)c3c2=O)cc1
-27 | CC/C=N\OC(=O)c1c(F)c(F)c(F)c(F)c1F
-17 | CC1(C)Cc2cc(CNC(=O)c3cccc(C4CCNC4)c3)ccc2O1 (centres undefined)
-3 | COc1ccc(-c2cn3c(CCC(=O)N4CCCC4)csc3n2)cc1
-6 | Cc1cccc(C(=O)N2CCCC(OCc3cccc(F)c3F)C2)c1 (centres undefined)
-7 | CCN(CC)C(=O)Cn1cc(C(=O)N(CC)CCn2cccn2)nn1

# Five entries from above, comma-delimited.
SMILES,mcGAS MS inh
CCOC(=O)c1cn2cc(Br)nc(NC(C)CC)c2n1 (centres undefined),-6
CC(C)CNC(=O)C(F)(F)c1ccccn1,-11
CSc1ccc(NC(=O)N(C)C(C)c2nc(C)sc2C)cc1 (centres undefined),-8
COc1ccc(CCN2CCCn3c2nc2c3c(=O)n(CCC(C)C)c(=O)n2C)cc1OC,-2
Cc1c(C(=O)O)oc2c1C(=O)/C(=C\c1csc(-c3ccccn3)n1)CC2,8

# (continued)
mcGAS MS inh | Compound
-6 | O=C(NCCOc1ccccc1)C1CCC(=O)N(CCc2ccccn2)C1 (centres undefined)
-3 | O=C(Cc1n[nH]c(=O)c2ccccc12)NCCO
-10 | CCc1[nH]nc(C(=O)N/N=C\c2ccncc2)c1C
-6 | CN1C(=O)c2cccc(NC(=O)CCc3ccccc3)c2C1=O
-24 | Cc1ccc(-n2ccc3nc(N4CCOCC4)ncc3c2=O)cc1C
-23 | CCOC(=O)Cn1nc(C(F)(F)F)c(Cl)c1C
-4 | CCCCN(CC)C(=O)c1cc2c(=O)n3cccc(C)c3nc2s1
-9 | Cc1ccc(N2CCC(N3CCOC(c4n[nH]c(C)n4)C3)C2=O)cc1 (centres undefined)
-21 | CC(C)c1noc(C2CCN(C(=O)C(C)n3ccnc3C(C)C)CC2)n1 (centres undefined)
-9 | CCOc1ccc(C(=O)NNC(=O)c2cn[nH]c2-c2ccc(F)cc2)cc1
-4 | CN(Cc1ccc(Cl)cc1Cl)C(=O)c1ccc(-n2cncn2)cc1
-18 | CCOc1c(CNC2CSCCSC2)cccc1OC
-7 | O=C(c1ccc(F)cc1F)N1CCN(C(C(=O)N2CCc3ccccc3C2)C2CCCC2)CC1 (centres undefined)
-3 | COc1cc(C=CC(=O)Nc2ccc3c(c2)OCCO3)cc(OC)c1
-13 | O=[N+]([O-])c1ncccc1OCCOc1ccc(Br)cc1
-9 | CCOC(=O)Cn1c(=NC(=O)c2cc(Cl)sc2Cl)sc2cc(S(N)(=O)=O)ccc21
11 | O=C(Nc1ccc(-n2ccnc2)cc1)C1=CN2CCN(Cc3ccccc3)C(=O)N=C2O1
-5 | CCOC(=O)C1CCCN(S(=O)(=O)NC2CCCC(C)C2C)C1 (centres undefined)
-2 | O=C(C1CC1)N1CCc2c(ncnc2NCC23CCCN2CCC3)C1
-7 | CC1(C)OC2OC(C(=O)NNC(=O)CCNC(=O)c3ccccc3)C3OC(C)(C)OC3C2O1 (centres undefined)
-42 | NC(=O)NC(=O)CCN(Cc1ccco1)c1ccccc1
-16 | Cc1[nH]nc2c1C1(CCSCC1)C(C#N)C(=N)O2 (centres undefined)
-8 | CCCCS(=O)c1sc2nc3c(cc2c1N)CCCC3 (centres undefined)
-4 | O=C(Nc1nnc(-c2ccccc2)s1)c1ccccc1OC(F)F
-13 | N#CC1C(=N)Oc2n[nH]c(-c3ccc4c(c3)OCO4)c2C1c1cccnc1 (centres undefined)
-9 | CN1C[C@H](NS(=O)(=O)c2ccc(-c3cnco3)s2)C[C@H]1CO
-7 | CCSc1cncc(N(CC)CCO)n1
-6 | Cc1ccccc1CSc1ncc(C#N)c(N)n1
-17 | CCN(CC)c1ccc(C(=O)NC23CC4CC(CC(C4)C2)C3)cn1
-2 | CCOC(=O)n1c(CC#N)nc2ccccc21
-2 | COc1ccc(N2C(=O)CC(N(Cc3ccco3)C(=O)CCC(=O)O)C2=O)cc1 (centres undefined)
6 | Cc1ccc(CN2C(=O)c3ccccc3NC2c2c(C)nn(CCO)c2C)cc1 (centres undefined)
-12 | CN(C)C(=O)C1CCCN(C(=O)Nc2ccc(C(F)(F)F)cc2)C1 (centres undefined)
-6 | CC(NC(=O)CCc1ccc(=O)[nH]n1)c1cnn(-c2ccccc2)c1 (centres undefined)
7 | CC(=O)NC(c1ccccc1)c1nc(-c2cncnc2)cs1 (centres undefined)
-9 | Cc1c(Cl)ccc2sc(N(CCN3CCOCC3)C(=O)c3ccc([N+](=O)[O-])cc3)nc12
-8 | CCOC(=O)C(CC(C(=O)OCC)=C1NC(=O)CS1)=C1NC(=O)CS1
-3 | Cc1cc(C)nc(-n2nc(C(C)(C)C)cc2OCC(=O)NC2CCCCC2)n1
1 | Cc1ccc(-n2ncc(C)c(C#N)c2=O)cc1
7 | O=C(Cn1cnc2ccccc21)N1CCN(c2ccc(-c3ccco3)nn2)CC1
-3 | COc1ccc(-c2nnc(SCC(=O)c3ccccc3)o2)c(OC)c1
-8 | Cc1cc(C(=O)Nc2cc(C(F)(F)F)ccc2N2CCOCC2)no1
-10 | Oc1ccc(-c2nc3cc(Cl)ccc3s2)cc1
-10 | COc1cccc(Cl)c1-c1ccc(CN2CCCCC2)cn1
-6 | Cc1cc(C)cc(-n2nc(-c3ccco3)cc2N)c1
8 | O=C(NCCN1C(=O)C(=Cc2ccc3c(c2)OCO3)SC1=S)c1ccccc1
3 | Cc1nc(SCC(=O)c2c(N)n(C3CC3)c(=O)[nH]c2=O)[nH]c(=O)c1CCO
-4 | Cc1cc(C)cc(C(O)c2ncc(-c3ccc(F)cc3)[nH]2)c1 (centres undefined)
-5 | O=C(Cc1csc(-c2ccco2)n1)NC12CC3CC(CC(C3)C1)C2
-18 | COc1ccc(CCNC(=O)CCn2c(C)cc3ccccc32)cc1O

# Some of the entries above, set out differently:
Molecule	mcGAS MS inh
CCOC(=O)C(CC(C(=O)OCC)=C1NC(=O)CS1)=C1NC(=O)CS1	-8
CN1C(=O)c2cccc(NC(=O)CCc3ccccc3)c2C1=O	-6
O=C(Cn1cnc2ccccc21)N1CCN(c2ccc(-c3ccco3)nn2)CC1	7

# (continued)
mcGAS MS inh | Compound
-4 | CNC(=O)C1CCN(S(=O)(=O)N2CCOCC2)CC1
14 | O=C(COc1cccc(Br)c1)N/N=C1\CCSC1
-1 | C=CCn1c(-c2cccc(C)c2)n[nH]c1=S
-3 | Cc1ccc(CN2CCN(c3nc4c(c(=O)[nH]c(=O)n4C)n3CC(C)C)CC2)cc1
-10 | CCCCC12CN3CC(C)(CN(C1)C3c1cccs1)C2=O (centres undefined)
-19 | O=C1NCC2(CCCN(C(=O)COCc3nc4ccc(F)cc4[nH]3)C2)O1 (centres undefined)
-17 | CC(C)(C)n1cc(C(=O)Nc2cccc(C3SCCCS3)c2)cn1
5 | CC(C)Cc1nc(CN(C)C2CCC3(CCNCC3)CC2)no1
-4 | C=C1CC[C@H](O)C/C1=C/C=C1\CCCC2(C)C1CCC2C(C)CCCC(C)C (some centres undefined)
-5 | Cn1ncnc1CNC(C)(C)c1ccccc1
-8 | CCOC(=O)c1[nH]c(CSC(=NC)NC)c(C(=O)OCC)c1C
-7 | CC(O)CN1CCN(Cc2nnc(C3CC3)n2C)CC1 (centres undefined)
-3 | CCC(NC(=O)NCc1ccn(C(C)C)n1)c1ccncc1 (centres undefined)
-2 | Cn1nc2c(c1NC(=O)c1ccc3ncsc3c1)CCC2
0 | CC1(C)CC(=O)C(C2C3=C(CC(C)(C)CC3=O)Oc3ccc(Br)cc32)C(=O)C1 (centres undefined)
2 | Cc1cc(C(=O)N2CCC2(C)C(=O)O)nn1C(C)(C)C (centres undefined)
-2 | COc1ncnc(N)c1CNCC(C)c1ccc(F)c(F)c1 (centres undefined)
-1 | CC1CC(Sc2nnc(Cc3cccs3)n2C2CCCCC2)C(=O)O1 (centres undefined)
-9 | COc1cc(C(=O)Nc2ccc(C)c(-c3nc(C)co3)c2)ccc1OC(C)C
-15 | COc1ccc(C(C)C)cc1CN1CC[C@H](CO)[C@H](O)C1
-9 | Nc1nc(N)nc(CSCCOc2ccc(F)cc2)n1
10 | COc1ccc2nc(N3CCN(C(=O)C4CCCN(S(C)(=O)=O)C4)CC3)sc2c1 (centres undefined)
-4 | C/C(=N/Nc1nc2c(s1)CCCC2)c1ccc(Cl)cc1
-8 | CCn1c(-c2ccccc2C)nn(CN2CC(C)OC(C)C2)c1=S (centres undefined)
-13 | Cc1cccn2cc(C(=O)N3CCCC4(CN(C)C(=O)O4)C3)nc12 (centres undefined)

# Arranged by the number under mcGAS MS inh (low to high): 3 of the compounds above.
canonical_smiles	mcGAS MS inh
O=C1NCC2(CCCN(C(=O)COCc3nc4ccc(F)cc4[nH]3)C2)O1 (centres undefined)	-19
COc1cc(C(=O)Nc2ccc(C)c(-c3nc(C)co3)c2)ccc1OC(C)C	-9
CC(O)CN1CCN(Cc2nnc(C3CC3)n2C)CC1 (centres undefined)	-7

# (list continues)
mcGAS MS inh | Compound
2 | Cc1ccc2nc(C)c(NC(=O)c3ccccc3Cl)c(=O)n2c1
-4 | O=C(c1ccccc1)N(CCN1CCOCC1)c1nc2c(F)cc(F)cc2s1
-17 | O=C(CSc1nnc(C2CC2)o1)c1ccc[nH]1
-5 | Cc1nn(-c2nc(C)c(C)c(=O)[nH]2)c(C)c1CCC(=O)Nc1nccs1
0 | O[C@@H]1CN(Cc2cccn2-c2ccccn2)CC[C@H]1c1ccc2c(c1)OCO2
-4 | COc1ccccc1Cn1c(C)c(C(=O)NCc2ccc(OC)c(OC)c2)sc1=O
-5 | S=c1[nH]c(-c2ccccc2)cn1N=Cc1ccncc1
-12 | O=C1CC(c2n[nH]c(=O)n2-c2cccc3ccccc23)CN1Cc1ccccc1 (centres undefined)

# Screening data (PubChem BioAssay)
